# Bioassay records deposited in PubChem BioAssay by The Scripps Research Institute Molecular Screening Center.
# TDP2 inh = blocks human TDP2 phosphodiesterase activity; O95551; recombinant TDP2, T5PNP hydrolysis, p-nitrophenol absorbance 415 nm; inhibition, % at 12.8 µM; actives 0.34% (n = 370,000); AID 720702;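 active = inhibition above the mean of all tested compounds plus 3 SD, set per campaign, cut at about 25% in these data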;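 note: 0% = DMSO with enzyme and 100% = buffer with substrate but no TDP2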
#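 System – recombinant human TDP2 · Amount – 120 nM TDP2 per well · Buffer or medium – Mg2+-containing Tris-HCl buffer, pH 7.5 · Reagent – T5PNP substrate, 5 mM · Dosing – 12.8 µM single point, 1% DMSO · Incubation – 2 h at 37 °C · Measured by – epi absorbance · Read-out basis – percent inhibition · Benchmarks – high control without enzyme, low control DMSO plus TDP2 · Repeats – singlicate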
# ARFGAP1 inh = inhibitors of rat ARFGAP1; inhibition, % at 16.5 µM; AID 651572; Arfgap1-stimulated ARF1 GTP hydrolysis, GDP FP detection; actives 0.26% (n = 360,000);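 active = inhibition above a per-plate limit, mean inhibition of low control wells plus 3 SD, cut at about 25% in these data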;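 note: 0% = DMSO wells with enzyme and 100% = wells lacking Arfgap1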
# Target sequence (Q62848 1-136 limits assumed): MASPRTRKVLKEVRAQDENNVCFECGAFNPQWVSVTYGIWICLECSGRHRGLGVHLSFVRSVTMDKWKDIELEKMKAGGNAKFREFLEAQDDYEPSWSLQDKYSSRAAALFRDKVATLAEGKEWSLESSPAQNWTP
#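 Material: rat Arfgap1 catalytic domain, aa 1-136; also added: human ARF1(Δ1-17)-GTP substrate; compound dosing: one concentration, 16.5 µM, DMSO 1.26%; incubation: GTP hydrolysis reaction 2 h at 25 °C; measured by: Tracer-displacement fluorescence polarization with EDTA stop, 620/688 nm; evaluation: % inhibition from polarization; repeats: one replicate per compound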
# ADAM17 inh = ADAM17 inhibition, QFRET primary screen; recombinant ADAM17, EDANS/DABCYL FRET peptide cleavage; AID 720648; P78536; inhibition, % at 6.95 µM; actives 0.83% (n = 370,000);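 active = inhibition above the mean of compounds lying between control limits plus 3 SD, set per campaign, cut at about 8.5% in these data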;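 note: 0% = DMSO-only wells as the low control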
# ASAP1 inh = ASAP1 ArfGAP inhibition; Q9ULH1; ASAP1-stimulated ARF1 GTP hydrolysis, GDP FP detection; inhibition, % at 16.5 µM; actives 0.19% (n = 360,000); AID 624377; in the data active = inhibition above about 25%;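 note: 0% = vehicle with enzyme and substrate and 100% = no enzyme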
# Target sequence (Q9ULH1 325-724 limits assumed): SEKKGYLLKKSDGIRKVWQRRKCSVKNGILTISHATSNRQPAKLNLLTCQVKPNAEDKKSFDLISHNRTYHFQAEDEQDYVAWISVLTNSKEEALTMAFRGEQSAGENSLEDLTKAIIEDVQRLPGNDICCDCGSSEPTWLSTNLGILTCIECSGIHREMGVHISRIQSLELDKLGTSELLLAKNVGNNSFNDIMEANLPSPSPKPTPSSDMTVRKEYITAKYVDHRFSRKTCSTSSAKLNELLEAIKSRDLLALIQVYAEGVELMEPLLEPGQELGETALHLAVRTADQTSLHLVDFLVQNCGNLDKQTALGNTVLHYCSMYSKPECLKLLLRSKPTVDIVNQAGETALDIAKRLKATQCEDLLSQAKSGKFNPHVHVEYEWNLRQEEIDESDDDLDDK
# PLC-gamma1 inh = PLC-gamma1 (human) inhibition, primary screen; P19174; purified PLC-gamma1, fluorogenic substrate, fluorescence; inhibition, % at 12.2 µM; actives 0.84% (n = 370,000); AID 720700; in the data active = inhibition above about 9.5%
# PLC-beta3 inh = blocks human PLC-beta3 enzyme activity; actives 0.18% (n = 370,000); inhibition, % at 12.2 µM; AID 720704; Purified PLC-beta3, fluorogenic substrate, fluorescence; Q01970; in the data active = inhibition above about 11%;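 note: 0% = median of compound wells on plate and 100% = full blocker control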
# DDE Tn7 FP inh = inhibitors of Tn7 peptide binding to human fibrin DD(E) | P02675 | FP displacement of FITC-Tn7 peptide from fibrin DD(E); 0% = median of compound wells per plate | inhibition, % at 8.3 µM | actives 0.13% (n = 370,000) | AID 720508;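 active = inhibition above the mean of compounds falling within the control limits plus 3 SD of them, cut at about 14% in these data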;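 note: 0% = plate median of compound wells and 100% = 10 µM Aha-Tn7 peptide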
#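 Test system – human fibrin DD(E) · Times – 10 min preincubation, 3 h with tracer, room temperature · Detection – fluorescence polarization of the labelled Tn7 tracer · Measure – percent inhibition normalized to high-control wells · Benchmarks – high control wells with 10 µM unlabelled Aha-Tn7 peptide (full inhibition) · Repeats – singlicate testing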
# DDE Tn6 FP inh = DD(E)-Tn6 binding inhibition, primary FP screen; P02675; Fibrin DD(E) TRITC-Tn6 fluorescence polarization displacement; inhibition, % at 8.3 µM; actives 0.21% (n = 370,000); AID 720509;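 active = inhibition above a per-campaign cutoff: mean of compounds within control limits plus 3 SD, cut at about 15% in these data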;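 note: 0% = median of all compound wells on the plate and 100% = blocking peptide control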
# SIAE inh = inhibitors of human sialic acid acetylesterase SIAE. Q9HAT2. SIAE FP-Rh probe binding, fluorescence polarization. inhibition, % at 9.66 µM. actives 0.69% (n = 370,000);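 active = inhibition above a cutoff: mean of compounds within the control limits plus 3 SD of those, cut at about 17% in these data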;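 note: 0% = plate median of compound wells and 100% = probe without SIAE protein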
# ADAM10 inh = inhibits human ADAM10 | inhibition, % at 7 µM | actives 0.62% (n = 370,000) | AID 720582 | O14672 | recombinant ADAM10, EDANS/DABCYL FRET peptide cleavage, 3 h;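 active = inhibition above a per-campaign cutoff equal to the mean of compounds falling between control-based bounds plus 3 SD, cut at about 20% in these data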;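 note: 0% = DMSO wells while the 100% control is not disclosed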
# Target sequence (O14672 214-748 limits assumed): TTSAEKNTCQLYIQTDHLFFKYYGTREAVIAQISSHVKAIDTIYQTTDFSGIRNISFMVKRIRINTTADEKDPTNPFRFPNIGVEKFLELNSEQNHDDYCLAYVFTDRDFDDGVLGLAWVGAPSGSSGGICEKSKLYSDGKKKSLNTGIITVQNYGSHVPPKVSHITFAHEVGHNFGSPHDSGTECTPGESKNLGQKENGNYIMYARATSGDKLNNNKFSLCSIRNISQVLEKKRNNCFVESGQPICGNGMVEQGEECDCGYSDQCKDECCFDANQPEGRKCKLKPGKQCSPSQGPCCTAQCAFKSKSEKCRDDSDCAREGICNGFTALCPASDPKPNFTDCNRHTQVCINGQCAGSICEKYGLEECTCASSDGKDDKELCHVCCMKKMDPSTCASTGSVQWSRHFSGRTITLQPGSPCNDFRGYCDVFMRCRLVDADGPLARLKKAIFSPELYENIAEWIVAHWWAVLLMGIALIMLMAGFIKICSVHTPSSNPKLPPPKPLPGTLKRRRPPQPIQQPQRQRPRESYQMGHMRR
# * marks the source's active call; other numbers are inactive results; i = inactive; / = not tested or not shown.
SMILES,TDP2 inh,ARFGAP1 inh,ADAM17 inh,ASAP1 inh,PLC-gamma1 inh,PLC-beta3 inh,DDE Tn7 FP inh,DDE Tn6 FP inh,SIAE inh,ADAM10 inh
COc1ccc(CCN(C)C(=O)c2cc(S(=O)(=O)N3CCCCCC3)ccc2OC)cc1OC,10,15,0,3,7,-4,-2,-3,3,-13
CCC(Sc1nc(=O)cc(N)n1CCc1ccccc1)C(=O)Nc1cc(C)on1 (stereo not drawn),5,-6,-5,17,-1,-1,-4,3,7,-23
O=c1[nH]nc(Sc2ccccc2)c(=S)[nH]1,-1,2,0,-3,0,3,2,-3,8,-9
C=CCN1CCN(C(c2ccc(OC)c(OC)c2)c2nnnn2C(C)(C)C)CC1 (stereo not drawn),-2,4,-4,-1,1,2,-1,-7,2,-5
NS(=O)(=O)c1ccc(CNC(=O)/C=C/c2cccc([N+](=O)[O-])c2)cc1,-1,11,-1,10,0,-4,-6,-6,0,8
CCCNC(=O)c1cc(C2CCCN(C(=O)C3CCCCC3)C2)on1 (stereo not drawn),-13,-4,0,8,3,4,-2,-6,-3,-6
COC(=O)[C@]12C[C@H](CC(=O)N3CCC(c4ccccc4)CC3)C(=O)N(Cc3ccco3)C1=C[C@H](COCc1ccccc1)O[C@@H]2C,-2,/,3,/,2,-2,0,0,-5,4
CCN(C)C1CN(Cc2cn(Cc3cccc(C(F)(F)F)c3)nn2)S(=O)(=O)C1 (stereo not drawn),-1,1,-4,-9,0,3,-4,-6,-2,-16
COc1ccc(C2C(C(=O)Nc3cc(OC)ccc3OC)CCC(=O)N2c2ccc(OC)cc2)cc1 (stereo not drawn),1,/,3,/,-1,-1,1,-6,0,-6
CN1CCc2c(sc(NC(=O)CS(=O)(=O)c3ccccc3)c2C(N)=O)C1,14,-11,-12,1,-5,-18,-4,5,-8,-16
Cn1cccc1/C=N/NC(=O)c1ccncc1,13,1,-1,1,0,-6,1,-1,-1,-2
Cc1ccsc1/C=N/NC(=O)Cc1cc(=O)[nH][nH]1,2,0,-1,-4,4,-8,9,3,6,5
COc1ccc(CC(=O)OC(C)CN2CCCCC2)cc1 (stereo not drawn),-8,-2,3,0,9,6,-7,-4,-7,-3
O=C(NCCNC1CCC(c2ccccc2)CC1)c1cccs1 (stereo not drawn),-12,-6,5,-10,5,-5,3,4,-6,3
Oc1cccc(C2c3[nH]c4ccccc4c3CCN2Cc2ccoc2)c1 (stereo not drawn),0,13,-7,5,-17,-30,3,-1,6,-19
CC(=O)c1ccc(NC(=O)NCc2ccc(F)cc2)cc1,3,16,0,3,-1,1,5,3,9,4
O=C(Oc1ccc(-c2nnco2)cc1)c1cc(S(=O)(=O)N2CCOCC2)ccc1F,-10,-2,3,-5,-1,0,1,1,5,-14
COc1ccc(S(=O)(=O)NCCN2CCOCC2)c2ccccc12,-9,-8,3,6,2,2,-5,0,1,4
CCOc1ccc(CN2CCN(S(=O)(=O)c3ccc(NC(C)=O)cc3)CC2)cc1OC,18,3,-2,-6,2,1,2,-1,-6,3
N#C/C(N)=C(/C#N)N=Cc1cccc(Cl)c1,-1,20,-1,14,0,-4,-5,-4,2,-2
CC(C)c1nc2sc3c(=O)[nH]c(=S)[nH]c3c2c2c1CCCC2,5,-4,-4,-9,0,-3,1,9,14,-3
Cc1ccc(-c2cc3nn(-c4ccccc4)c(N)c3c(=O)o2)cc1,2,2,-16,2,-139,-193,4,-3,-13,-66
CN(C)C(=S)SCC(=O)Nc1cccc(C(F)(F)F)c1,3,11,0,3,1,2,1,-3,-10,0
CCc1ccccc1NC(=S)NC1CC2CCC(C1)N2Cc1ccco1 (stereo not drawn),-2,-2,0,5,5,-2,-1,2,3,-5
CCOC(=O)c1ccc(-c2ccc(CO)o2)cc1,-1,-1,-366,6,-136,-196,-3,1,0,i

# Shown with tabs: entries from further up.
SMILES	TDP2 inh	ARFGAP1 inh	ADAM17 inh	ASAP1 inh	PLC-gamma1 inh	PLC-beta3 inh	DDE Tn7 FP inh	DDE Tn6 FP inh	SIAE inh	ADAM10 inh
Cc1ccc(-c2cc3nn(-c4ccccc4)c(N)c3c(=O)o2)cc1	2	2	-16	2	-139	-193	4	-3	-13	-66
CN(C)C(=S)SCC(=O)Nc1cccc(C(F)(F)F)c1	3	11	0	3	1	2	1	-3	-10	0
CCc1ccccc1NC(=S)NC1CC2CCC(C1)N2Cc1ccco1 (stereo not drawn)	-2	-2	0	5	5	-2	-1	2	3	-5

# New compounds follow
SMILES,TDP2 inh,ARFGAP1 inh,ADAM17 inh,ASAP1 inh,PLC-gamma1 inh,PLC-beta3 inh,DDE Tn7 FP inh,DDE Tn6 FP inh,SIAE inh,ADAM10 inh
O=[N+]([O-])c1cccnc1Oc1cc(Cl)c(Cl)cc1Cl,3,14,1,-9,0,0,-2,-8,-5,8
Cn1c(NC2CCCCC2)c(N=O)c(=O)n(C)c1=O,6,-11,2,-6,4,0,0,0,-3,-8
COc1ccc(/C=C2\NC(=S)N(CC3CCCO3)C2=O)c(OC)c1C (stereo not drawn),4,3,2,4,1,-2,8,-9,7,2
COC(=O)c1cc(Br)c(=O)n(-c2ccc(OC)cc2)c1,-5,-15,-1,9,6,2,0,0,-7,6
CC(C)[C@H](N)C(=O)N[C@H](C(=O)N1CCC2CCN(S(=O)(=O)c3ccccc3)CC21)C(C)C (stereo partly drawn),0,/,-3,/,0,-1,-5,1,-3,-2
CC(=O)C1=C(c2ccc(Br)cc2)C(=O)c2ccccc2C1=O,3,-1,6,2,-14,-16,0,-2,16,10
COc1ccc(NC(=O)CCC(=O)Nc2nnc(C(F)(F)F)s2)c(OC)c1,4,-5,-4,-3,0,0,3,-3,6,-3
CN(C)C(=O)CSc1nnc(NC(=O)CCc2ccccc2)s1,-7,7,-3,-7,-2,-5,5,9,0,0
CCN(CC(=O)Nc1ccccc1OC)CC(=O)Nc1ccccc1-c1ccccc1,18,-4,3,8,2,-4,3,3,-2,4
O=S(=O)(Nc1cccc(-n2cnnn2)c1)c1ccccc1,5,10,-2,3,0,-4,2,-2,2,0
CCOC(=O)C1CCN(C(=O)c2[nH]c3ccc(OC)cc3c2C)CC1,4,3,-8,-2,-20,-29,2,-7,0,-18
COC(=O)c1c(NC(=O)CCN2CCOCC2)sc2c1CCCC2,8,-6,-4,-5,1,-1,5,6,4,-13
Cc1ccc(C(CCN)c2ccco2)cc1 (stereo not drawn),0,-10,-4,12,2,-2,-1,2,5,4
CC(C)CC(=O)NC1(C(F)(F)F)C(=O)Nc2c1c(=O)n(C)c(=O)n2C (stereo not drawn),4,4,-1,4,-1,4,-1,-3,-3,8
C#CCNC(=O)C[C@H]1C[C@@]2(C(=O)OC)C(=C[C@H](C(C)(C)C)O[C@@H]2C)N(CCc2ccc(OC)c(OC)c2)C1=O,12,3,-4,-6,-3,-1,5,4,5,3
COc1ccc(C2CCN(Cc3cccnc3)CC2O)cc1 (stereo not drawn),0,-4,-2,14,-2,0,-3,1,2,-8
CCCN1C/C(=C/c2ccc3c(c2)OCO3)C(=O)/C(=C/c2ccc3c(c2)OCO3)C1,-6,-3,10*,-8,-4,-1,5,-6,7,-7
O=C(CCC1CCN(Cc2ccccc2Cl)CC1)NC1CC1,0,-4,-3,5,0,1,6,8,4,-6
CC(=O)Nc1cc2c(cc1Cl)-c1ccccc1C2,-2,0,0,-4,-2,-4,0,-8,0,-1
COc1ccc(NC2=C(Cl)C(=O)N(c3ccccc3)C2=O)c(OC)c1,1,7,1,-8,0,2,6,4,2,13
Cn1ncc2c(=S)nc(Cl)[nH]c21,-13,3,7,11,-2,-7,-3,-4,0,-3
COc1ccc(C2=NOC(Cn3nc(-c4ccccc4C)cc3C(=O)O)C2)cc1 (stereo not drawn),-19,1,4,3,6,5,-1,0,-12,9
COc1ccc(N2C(=O)CC(Nc3ccc(F)cc3)C2=O)c([N+](=O)[O-])c1 (stereo not drawn),3,-8,1,0,-3,-1,0,2,6,-2
Cc1ccccc1C(=O)N[C@H](C(=O)N1CCC[C@H]1C(=O)NCCc1ccccc1Cl)C(C)C,7,2,-2,-4,2,4,8,9,13,-3
C=CCOc1ccc(/C=C/C(=O)OCC(=O)NCCCc2ccccc2)cc1,10,-8,-2,-2,-6,-4,14*,-7,1,-5
# (list continues)
SMILES,TDP2 inh,ARFGAP1 inh,ADAM17 inh,ASAP1 inh,PLC-gamma1 inh,PLC-beta3 inh,DDE Tn7 FP inh,DDE Tn6 FP inh,SIAE inh,ADAM10 inh
Cc1cc(C)c(NC(=O)/C(C#N)=C/c2ccc(OCc3ccc(F)cc3)cc2)c(C)c1,8,-5,-2,3,-1,3,-3,7,-4,0
COc1cccc(CN2CCN(C3CCN(c4ccccc4C)CC3)CC2CCO)c1 (stereo not drawn),-3,4,-1,-11,2,-2,5,-4,4,2
COc1cccc(-c2cnc(C(O)c3ccc(-c4ccccc4)cc3)[nH]2)c1 (stereo not drawn),4,23,8,-2,3,-2,-2,11,-3,16
Cc1cccc(NC(=O)CSc2n[nH]c(-c3ccncc3)n2)c1,-6,-15,-4,-1,-7,1,3,-3,-1,2
COCCCNC(=O)C1CCN(S(=O)(=O)c2c(C)noc2/C=C\c2ccc(OC)cc2)CC1,-6,5,-7,13,-3,-4,-4,0,-8,-9
COC(=O)C1CN(Cc2ccc(F)cc2)CCS(=O)(=O)N1Cc1cn(CCOC(C)=O)nn1 (stereo not drawn),-2,/,1,/,0,4,-1,1,-6,2
COc1ccc(C2CCCCCN2Cc2nc3ccccc3c(=O)n2CC(N)=O)cc1 (stereo not drawn),-9,-10,2,-8,1,-4,-1,-5,0,2
NNC(=O)c1cc(Cl)ccc1Cl,-8,-4,-1,-17,3,3,3,6,-4,2
O=C(Oc1ccc[nH]c1=O)c1ccccc1,8,4,-4,-9,1,-9,0,0,10,-6
CCOc1ccc(NC(=O)CN2C(=O)CSc3ccc(S(=O)(=O)N4CCOCC4)cc32)cc1,-8,3,0,15,-24,-2,-1,0,-9,1
O=C(COc1ccc(F)cc1Br)NCCCN1CCCC1=O,-3,-2,-3,-1,1,-5,-2,4,-5,-17
CCOC(=O)N1CCN(C(=O)c2cc(C)no2)CC1,0,-1,-3,-8,2,-1,1,2,-4,-22
COC(=O)c1cc(=O)nc2sc(-c3ccccc3)nn12,9,-7,-4,15,0,-4,-11,2,2,-6
O=[N+]([O-])c1ccc(-n2ccnc2)cc1,13,5,1,-3,4,-3,-7,-8,0,3
CC12CCC3c4ccc(O)cc4CCC3C1CC(O)C2O (stereo not drawn),2,-15,-4,-16,-2,-1,-2,3,3,1
